APJ ag = agonists of human apelin receptor APJ, primary screen, CHO-K1 cells, PathHunter beta-arrestin, luminescence; P35414; 0% DMSO wells, 100% apelin; activation, % at 20 µM; 330,000 tested, 0.11% active; AID 2520, 2010;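 active = activation more than six SD over the plate average, tested at 20 µM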;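 note: 0% = DMSO alone and 100% = apelin-13 at 10 nM; some results filed as inactive read as strong as hits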
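Material: CHO-K1 APJ beta-arrestin complementation cell line; Input: cell density 1000 per well; Incubation: compound stimulation 90 min at 25 °C, detection 60 min; Signal: luminescence from split beta-galactosidase complementation, Galacton Star/Emerald II substrate; Controls: DMSO-only wells as negative, 10 nM Apelin-13 as positive control.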
UPR CHOP act = activators of apoptotic CHOP UPR arm, primary screen, cell-based, CHO-CHOP luciferase reporter, luminescence, uHTS; UPR activation; percent of tunicamycin response over DMSO baseline; activation, % at 10 µM; 330,000 tested, 0.34% active; AID 449763, 2010;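 active = at 10 µM dose, activation of 40% or more, normalized to positive control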;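 note: 100% = tunicamycin at 10 µg/mL and 0% = DMSO alone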
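Assay system: CHO cells with stable CHOP pathway luciferase reporter; Buffer or medium: F12 plus 10% serum; Times: 16-18 h cell attachment, then 6 h compound exposure, 37 °C; Signal: luciferase luminescence; Read-out basis: percent activation relative to tunicamycin control; Control set: tunicamycin high control, DMSO low control.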
UPR XBP1 act = activators of adaptive XBP1 UPR arm, primary screen, cell-based, CHO-XBP1 luciferase reporter, luminescence, uHTS; IRE1-XBP1 UPR activation; percent of tunicamycin response, DMSO as zero; activation, % at 20 µM; 330,000 tested, 0.33% active; AID 463104, 2010;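 active = versus positive control, 20 µM dose yields 30% or more activation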;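 note: 100% = tunicamycin at 10 µg/mL and 0% = DMSO only wells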
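Material: IRE1-XBP1 luciferase reporter CHO line / Quantity: one thousand reporter cells per well / Buffer or medium: F12 with 10% serum / Compound: 20 µM single concentration, DMSO 1% / Times: 6 h treatment, 37 °C / Detection: Steady-Glo luciferase glow luminescence, 10 min after reagent addition / Benchmarks: tunicamycin high, DMSO low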
TIM10 inh = growth inhibitors of isogenic TIM10 control yeast, primary screen, counter-screen for tim10-1 yeast inhibitor project, luminescence, uHTS | S. cerevisiae TIM10 strain growth, BacTiter-Glo luminescence, 24 h | inhibition, % at 10 µM | 330,000 tested, 1.4% active | AID 463195, 2010;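 active = inhibition of 40% or more at the single tested concentration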;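 note: wild-type TIM10 isogenic control strain grown at permissive 25 °C; 0% = DMSO yeast wells and 100% = minimal medium wells without yeast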
GRIN3A LBD mod = binders of NR3A ligand-binding domain, primary screen, biophysical, differential scanning fluorimetry, uHTS | NR3A LBD differential scanning fluorimetry, Tm shift; 0% = protein alone, 100% = glycine-bound protein | AID 1259313, 2017 | Glutamate receptor ionotropic, NMDA 3A (GRIN3A) ligand-binding domain | Tm shift relative to glycine control, % at 25 µM | 340,000 tested, 2.5% active;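 active = melting temperature shift of at least 10% of the positive control shift, at one fixed dose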
tim10-1 inh = growth inhibitors of tim10-1 mutant yeast, primary screen, luminescence, uHTS; S. cerevisiae tim10-1 ts strain growth, BacTiter-Glo, 24 h; inhibition, % at 20 µM; 330,000 tested, 2.2% active; AID 463190, 2010;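 active = inhibition of at least 40%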;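 note: mutant grown at 25 °C; 0% = DMSO wells with yeast and 100% = wells holding no yeast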
tim23-1 inh = growth inhibitors of tim23-1 mutant yeast, primary screen, luminescence, uHTS. 330,000 tested, 1.3% active. inhibition, % at 20 µM. S. cerevisiae tim23-1 growth, BacTiter-Glo luminescence, 24 h;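 active = growth inhibition of the mutant yeast at or above 50%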;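 note: temperature-sensitive mutant grown at 25 °C; plate controls were DMSO-treated mutant yeast for no effect and medium wells lacking yeast for full effect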
NLRP3 yeast inh = NALP3 inflammasome inhibitors in reconstituted yeast, primary screen, luminescence, uHTS; Yeast reconstituted NLRP3/ASC/caspase-1, beta-gal luminescence, 24 h; 330,000 tested, 0.39% active; AID 2825, 2010; inhibition, % at 10 µM;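 active = inhibition of 50% or more; inactive = inhibition below 50%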;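 note: plate controls were induced DMSO wells for no effect and uninduced yeast grown without galactose for full effect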
Mdm2-MdmX inh = inhibitors of human Mdm2-MdmX association, primary screen, cell-based, luminescence, split luciferase, SaOS-2, uHTS. Protein Mdm4 (Homo sapiens) + E3 ubiquitin-protein ligase Mdm2 (Homo sapiens), …. SaOS-2 split-luciferase Mdm2/MdmX complementation. inhibition, % at 8 µM. 330,000 tested, 3% active;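 active = inhibition of at least 50% at 8 µM in the primary screen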
Target sequence (O15151 whole entry, looked up): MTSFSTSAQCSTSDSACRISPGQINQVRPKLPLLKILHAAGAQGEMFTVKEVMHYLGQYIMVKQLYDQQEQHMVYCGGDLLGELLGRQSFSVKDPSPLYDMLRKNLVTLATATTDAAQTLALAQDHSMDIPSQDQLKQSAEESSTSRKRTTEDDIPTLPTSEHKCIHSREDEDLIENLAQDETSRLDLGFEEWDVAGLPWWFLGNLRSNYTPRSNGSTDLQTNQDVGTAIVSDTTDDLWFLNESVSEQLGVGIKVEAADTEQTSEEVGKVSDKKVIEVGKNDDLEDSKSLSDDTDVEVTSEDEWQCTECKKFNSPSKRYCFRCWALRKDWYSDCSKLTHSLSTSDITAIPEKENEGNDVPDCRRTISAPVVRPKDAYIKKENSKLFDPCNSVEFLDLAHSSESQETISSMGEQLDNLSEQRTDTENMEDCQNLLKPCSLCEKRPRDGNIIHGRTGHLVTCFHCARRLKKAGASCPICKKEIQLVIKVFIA
Target sequence (Q00987 whole entry, looked up): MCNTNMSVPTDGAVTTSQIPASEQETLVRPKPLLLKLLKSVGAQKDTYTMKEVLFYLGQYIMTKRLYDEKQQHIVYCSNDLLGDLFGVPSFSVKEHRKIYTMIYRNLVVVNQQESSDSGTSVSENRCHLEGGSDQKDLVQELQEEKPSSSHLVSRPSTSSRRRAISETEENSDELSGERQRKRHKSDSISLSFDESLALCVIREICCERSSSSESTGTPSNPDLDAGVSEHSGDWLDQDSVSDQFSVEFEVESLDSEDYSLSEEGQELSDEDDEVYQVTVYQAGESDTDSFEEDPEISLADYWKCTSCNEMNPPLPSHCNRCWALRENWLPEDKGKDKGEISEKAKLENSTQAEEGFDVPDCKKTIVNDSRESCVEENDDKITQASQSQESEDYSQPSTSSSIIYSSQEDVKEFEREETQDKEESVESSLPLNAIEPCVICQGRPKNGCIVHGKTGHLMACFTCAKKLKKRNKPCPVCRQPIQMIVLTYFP
Starred values were filed as active, the others as inactive; / = not tested or not shown. A portion of the library (hit frequency here may not be typical).

SMILES	APJ ag	UPR CHOP act	UPR XBP1 act	TIM10 inh	GRIN3A LBD mod	tim10-1 inh	tim23-1 inh	NLRP3 yeast inh	Mdm2-MdmX inh
CN1CCCC(C(=O)c2ccc(-c3ccccc3)cc2)C1 (centres undefined)	-3.7	2.9	0.4	-0.4	-1.4	-2.5	4.7	6.8	18.2
COC(=O)C1=C(c2ccc(OC(F)(F)F)cc2)C[C@@H]2CC[C@H]1N2C(=O)NCCO	-2.2	0.8	-1.1	-0.8	1.3	3.2	15.8	0.7	-8.9
Cc1ccc2c(c1)N(C(C)C(=O)N1CCC3(CC1)OCCO3)C(=O)CO2 (centres undefined)	0.2	-1.4	-2.4	15.3	-2.0	-7.9	2.5	11.7	15.0
CS(=O)(=O)Nc1ccc(Cc2noc(-c3ccc4[nH]cc(CCN)c4c3)n2)cc1	-3.0	-3.1	-6.2	10.4	/	7.1	-9.7	28.3	14.0
O=c1[nH]c(=O)n(Cc2ccc(F)cc2)c(O)c1C=NCCCn1ccnc1	-2.6	-0.6	-0.4	4.6	1.4	19.6	7.2	7.6	14.9
CCN1CCC2(CCNC2)C1 (centres undefined)	0.6	-1.5	-2.0	3.9	0.8	9.0	3.0	0.0	-27.8
COc1ccc(CCn2c(O)c(C=NC3CC3)c(=O)[nH]c2=O)cc1OC	-0.5	3.3	-1.4	0.0	-0.9	-5.8	13.2	25.7	24.7
CCC1(c2ccc(-c3ccccc3)cc2)C(=O)NC(=O)NC1=O	-2.3	1.5	-0.2	5.6	-1.3	10.7	17.3	13.0	-3.3
COc1ccc2[nH]cc(CCNCc3cccnc3)c2c1	-2.3	-1.2	-4.5	-3.1	-1.4	-11.5	0.7	25.1	-9.0
CCNC(=S)N(C)CCc1cc2c(c(OC)c1C=C1C(=O)N(C)C(=O)N(C)C1=O)OCO2	2.1	2.2	0.0	16.1	1.3	2.6	18.3	9.5	6.4
COc1ccc(CN2C(=O)NC(=O)/C(=C/c3ccc([N+](=O)[O-])s3)C2=O)cc1	1.0	6.4	-1.7	81.7*	-11.8	67.1*	58.8*	2.1	-0.2
OCC1(CO)COC(c2cccnc2)N1 (centres undefined)	-0.9	-0.5	-1.8	9.3	0.6	8.9	4.3	17.6	-0.4
O=c1[nH]c(O)c(N=Nc2ccc(SC(F)F)cc2)c(=O)[nH]1	-4.9	3.4	2.3	-2.8	0.3	5.7	0.3	13.9	-0.1
Cc1cccc(-n2c(O)c(C=Nc3ccc(Br)cn3)c(=O)[nH]c2=O)c1	-5.0	1.3	-1.8	13.6	6.2	10.2	10.6	-12.9	-8.7
CCCC1(CCC)C(=O)NC(=NCc2ccccc2)NC1=O	-1.7	-2.0	7.9	5.6	0.6	18.2	13.2	9.4	-3.5
N[C@@H]1CCCC[C@H]1N.O=C(O)C(=O)O.[Pt]	4.2	1.7	-7.7	-1.0	/	-10.6	-14.8	25.4	-0.3
O=C(CNC(=O)c1ccc(Cl)cc1)Nc1ccc(Br)cc1C(=O)c1ccccc1	-1.0	0.2	1.7	-12.5	4.3	-26.8	-6.7	25.6	-13.2
CC(=O)Nc1ccc(OCCF)cc1	-1.5	-0.4	1.9	15.8	-1.8	3.3	-3.4	12.8	-12.1
N#Cc1ccc(NC(=O)CCNC(=O)c2ccco2)cc1Cl	-0.6	0.5	-3.2	5.1	-2.4	0.5	-8.0	15.9	10.1
Cc1cc(N2CCOCC2)ccc1/C=C1\C(=O)NC(=O)N(c2ccccc2)C1=O	-0.2	-1.5	0.1	-4.4	-1.0	-0.1	5.0	-17.3	-3.3
CCOP(=S)(OCC)Oc1cc(C)oc(=O)c1Cl	-7.3	0.4	1.1	-10.4	-0.7	-20.8	-2.6	6.0	-6.9
CCc1ccc(N2C(=O)NC(=O)/C(=C\c3cc(C)n(-c4cc(C(=O)O)cc(C(=O)O)c4)c3C)C2=O)cc1	-6.4	-0.4	2.1	-16.6	/	6.8	5.4	16.3	-14.2
O=C1C2CCCN2C(c2cccnc2)N1c1cccc(Cl)c1 (centres undefined)	-3.0	-0.3	0.3	-11.7	-1.0	-14.3	-18.0	4.9	-1.3
COc1cccc(/C=C2\N=C(c3cncc(Br)c3)OC2=O)c1	0.3	0.6	0.5	9.2	6.6	3.8	17.1	14.4	12.3
O=c1[nH]c(=O)n(Cc2ccc(F)cc2)c(O)c1C=NCCCO	-4.6	-0.5	-2.8	2.3	-0.9	7.1	4.6	15.4	-2.2

(next part)
SMILES	APJ ag	UPR CHOP act	UPR XBP1 act	TIM10 inh	GRIN3A LBD mod	tim10-1 inh	tim23-1 inh	NLRP3 yeast inh	Mdm2-MdmX inh
COc1cc(C)cc2oc(=O)c(CC(=O)N3C[C@H]4C[C@@H](C3)c3cccc(=O)n3C4)c(C)c12	-2.0	0.9	-0.8	3.3	0.8	3.2	16.2	10.7	-21.8
O=C(C1CCC(=O)N1C1CCCC1)N1CCC2(CC1)OCCO2 (centres undefined)	-1.5	-2.5	0.2	-13.6	-0.8	0.7	-11.9	3.8	7.5
CC(=O)c1cc(C(C)=O)c(C)[n+](C)c1C	-0.2	-1.1	-3.0	-1.1	-0.3	-13.3	4.8	13.6	-11.0
COc1ccc(Cn2c(O)c(/C=N/NC(=O)c3ccncc3)c(=O)[nH]c2=O)cc1	-7.6	-2.7	-0.8	-13.7	-2.2	7.7	-5.9	-4.7	-10.0
CCCc1c(C)nc(SCC(=O)C(C)(C)C)nc1OC(=O)N(C)C	-1.4	2.0	2.1	20.6	1.1	16.1	11.9	-5.9	6.9
N#CCCn1cc(C(=O)Nc2ccc([N+](=O)[O-])cc2)c(-c2ccc3c(c2)OCCO3)n1	-3.4	0.4	-0.7	-0.6	-10.4	23.7	4.7	-0.5	17.0
O=[N+]([O-])c1ccc(NCCO)c2ncccc12	1.4	0.4	1.6	15.5	-2.6	7.5	13.7	18.9	-15.2
Cc1ccsc1C(=O)C1CCCN(Cc2c(C)nn(C(C)C)c2C)C1 (centres undefined)	-2.3	-0.2	-0.5	-17.5	2.4	11.8	15.3	12.3	-1.2
CC/C(CC(c1ccccc1)c1c(O)c2ccccc2oc1=O)=N\NC(N)=S (centres undefined)	0.4	-0.4	2.6	4.7	-0.3	6.5	15.2	3.9	-6.7
CN1CCN(CCC(C#N)(c2ccccc2)c2ccccc2)CC1	-1.4	-0.7	1.1	10.0	-13.7	1.0	-4.7	-3.1	-6.4
CCOC(=O)C1=C(N)Oc2ccccc2C12C(=O)N(CC(=O)OC)C(CC(=O)OC)=C2C(=O)OC (centres undefined)	5.0	-0.8	-2.1	10.8	1.7	24.3	-6.6	10.3	-15.8
C=CCn1c(O)c(/C=C2\C=Nc3ccccc32)c(=O)[nH]c1=O	0.5	-0.8	-2.9	3.4	-20.8	5.1	-5.9	11.8	23.2
Cc1cccc(-n2c(O)c(C=NCCCN3CCOCC3)c(=O)[nH]c2=O)c1C	-2.2	-3.0	-0.5	-14.5	-1.7	14.7	6.8	10.4	6.5
CN1CCCN(C(=O)COc2ccccc2)CC1	-4.7	1.4	-3.1	5.2	1.7	3.2	-7.1	-1.3	-11.7
N#Cc1ccc(/C=C/C(=O)O)cc1	-3.5	-1.7	0.2	5.1	0.2	1.4	-13.1	-11.4	-33.1
CC12CN3CC(C)(CN(C1)C3c1cccs1)C2=O (centres undefined)	-2.9	1.9	-1.9	-10.6	-1.2	1.7	12.7	16.3	-4.0
Cc1ccc2cccc(OC(=O)N3CCCC3)c2n1	-3.5	0.6	1.1	-6.2	-1.9	14.4	8.8	-8.7	32.5
COc1ccc(C(=O)C2CCCN(C3CSCCSC3)C2)c(OC)c1 (centres undefined)	-1.7	-1.2	-2.5	3.3	-0.2	19.3	9.7	12.9	-9.5
COP(=O)(OC)C(Nc1ccccn1)c1ccccc1 (centres undefined)	0.7	3.3	-0.9	1.2	-5.2	7.8	-4.4	8.6	-16.3
CCCCn1c(=O)c(C(=O)Nc2ccsc2C(=O)OC)c(O)c2ccccc21	-1.3	4.2	1.6	6.2	-4.6	-7.9	5.0	15.8	5.1
Cc1ccc2c(c1)C(c1ccccc1)NCC(=O)N2 (centres undefined)	-1.7	-1.2	2.9	1.5	-0.2	3.1	3.4	-10.1	15.0
C=CCNC(=O)c1c(N)n(Cc2ccco2)c2nc3ccccc3nc12	-1.6	-0.4	-2.8	22.6	-26.4	18.5	34.6	4.1	22.2
CC[N+]12CCC(CC1)C(C(O)(c1ccccc1)c1ccccc1)C2 (centres undefined)	-3.7	0.3	0.8	-22.5	-0.9	-9.4	1.0	5.2	12.5
O=c1c2ccccc2nc(-c2ccc(Cl)cc2Cl)n1-c1nccs1	-4.0	0.5	-3.6	11.6	-5.5	19.0	26.9	15.1	26.1
CCn1c(O)c(C=Nc2ccc(S(N)(=O)=O)cc2)c(=O)[nH]c1=S	-0.8	0.9	-1.4	-6.3	-1.3	-1.0	8.1	16.3	-13.6
Cc1cc(/C=C2\C(=O)NC(=S)N(C)C2=O)c(C)n1C1CCCCC1	-0.9	0.0	-3.4	11.4	-0.5	25.0	32.0	6.0	-5.4
CCOC(=O)C1=C(N)Oc2cc(C)oc(=O)c2C12C(=O)N1c3c(cccc32)C(C)CC1(C)C (centres undefined)	1.6	-1.0	-1.6	19.5	-3.1	35.0	33.6	4.2	19.6
O=C1CC(c2ccccc2)CN1 (centres undefined)	2.0	2.8	-0.5	-3.2	1.2	-18.0	3.3	6.1	11.4
CC(C)CCNC(=O)c1c(N)n(CC2CCCO2)c2nc3ccccc3nc12 (centres undefined)	-5.1	1.2	0.7	20.2	1.6	31.0	43.9	-7.2	24.4

One compound at a time, from the list above. Order of screens: APJ ag, UPR CHOP act, UPR XBP1 act, TIM10 inh, GRIN3A LBD mod, tim10-1 inh, tim23-1 inh, NLRP3 yeast inh, Mdm2-MdmX inh
Profile of `CC12CN3CC(C)(CN(C1)C3c1cccs1)C2=O` (centres undefined) = -2.9, 1.9, -1.9, -10.6, -1.2, 1.7, 12.7, 16.3, -4.0
Profile of `N#CCCn1cc(C(=O)Nc2ccc([N+](=O)[O-])cc2)c(-c2ccc3c(c2)OCCO3)n1` = -3.4, 0.4, -0.7, -0.6, -10.4, 23.7, 4.7, -0.5, 17.0
Profile of `O=C(C1CCC(=O)N1C1CCCC1)N1CCC2(CC1)OCCO2` (centres undefined) = -1.5, -2.5, 0.2, -13.6, -0.8, 0.7, -11.9, 3.8, 7.5
Profile of `CCOC(=O)C1=C(N)Oc2cc(C)oc(=O)c2C12C(=O)N1c3c(cccc32)C(C)CC1(C)C` (centres undefined) = 1.6, -1.0, -1.6, 19.5, -3.1, 35.0, 33.6, 4.2, 19.6
